IL1B NFkB pot = enhancers of NFkB p65 translocation in HUVEC – imaging, IL-1B stimulus, high-content imaging, primary screen | HUVEC IL-1B NFkB p65 nuclear translocation imaging | activation, % at 2 µM | hit rate 0.3% among 94,000;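 active = activation above 40%, about the mean plus 3 SD, also judged a hit on visual image review; inconclusive = activation above 40% but not a hit on visual review; inactive = activation not above 40% and no visual hit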;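 also: percent activation is computed from the nuclear over cytoplasmic p65 intensity ratio; values of inactives mirror those of a sister screen read the other way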
NFkB transloc inh = inhibitors of IL-1B driven NFkB p65 nuclear import, primary screen, imaging, HUVEC, IL-1B stimulus, high-content imaging; HUVEC IL-1B NFkB p65 nuclear translocation imaging; inhibition, % at 2 µM; hit rate 0.43% among 94,000;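 active = inhibition above about 30% together with a positive call from visual inspection of the well image, limit read from the data; inconclusive = inhibition above a set limit but visual check negative; inactive = inhibition not above a set limit, visual check negative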;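 also: nuclear over cytoplasmic p65 intensity ratio measured by imaging; 0% = IL-1B stimulated DMSO wells and 100% = unstimulated DMSO wells; values of inactives mirror those of a sister screen read the other way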
Bcl-B TR3 displacers = displacers of TR3 peptide from Bcl-B, primary screen, selectivity assay for Bfl-1 inhibitor project, biochemical, fluorescence polarization | FP displacement of FITC-TR3 peptide from Bcl-B; higher % means a stronger effect | AID 748, 2007 | Bcl-2-like protein 10 (Homo sapiens) | hit rate 0.11% among 96,000 | displacement, % at 20 µM, or IC50 in µM where a hit was titrated;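 active = displacement above 50% at 20 µM plus a fluorescence interference ratio under 1.5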;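 also: plate controls were wells without compound for no effect and wells lacking Bcl-B protein for full effect; a part of the inactive calls stands beside numbers as strong as those of hits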
PLAP inhibition = PLAP enzyme inhibitors, biochemical, luminescence, HTS (AID 690) | Alkaline phosphatase, placental type (Homo sapiens) | purified PLAP, luminescent substrate; higher % means a stronger effect | inhibition, % at 20 µM, or IC50 in µM where a hit was titrated | hit rate 0.08% among 96,000; in the data active = a potency from the dose series; inactive = the rest, 99 in 100 with inhibition below about 30%; also: strong numbers were not always called active
MRP resist rev = reversal of MRP1-mediated doxorubicin resistance, primary screen, H69AR cells, doxorubicin co-treatment | differential viability (reversal), % at 10 µM | hit rate 0.04% among 85,000 | H69AR cells + 2 uM doxorubicin, CellTiter-Glo, 72 h;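 active = viability drop by adding the cancer drug above about 55%, with treated viability meeting a 40% cutoff, limit read from the data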;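 also: viability without doxorubicin minus viability with 2 µM doxorubicin for each compound; larger differential means the compound sensitizes cells more to doxorubicin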
MRP resist rev cytotoxicity = recorded beside MRP resist rev, whose call it bears; viability, %; H69AR cells, CellTiter-Glo, 72 h; measured here: cytotoxicity without doxorubicin
MRP resist rev with doxorubicin = also measured in MRP resist rev; calls as there; viability, %; measured here: viability with 2 uM doxorubicin; active compounds read low
NFkB transloc inh cell count 2 µM = recorded beside NFkB transloc inh, whose call it bears; cell count; measured here: cells passing quality filter;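 raw number of nuclei counted in each imaged well without normalization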
IL1B NFkB pot cell count 2 µM = recorded beside IL1B NFkB pot, whose call it bears; cell count; measured here: cells passing quality filter
Active calls of the source: *; ? = inconclusive; . = not tested or not shown. The list is partial, so the mix of outcomes need not match the whole.

SMILES	IL1B NFkB pot	IL1B NFkB pot cell count 2 µM	NFkB transloc inh	NFkB transloc inh cell count 2 µM	Bcl-B TR3 displacers	PLAP inhibition	MRP resist rev	MRP resist rev cytotoxicity	MRP resist rev with doxorubicin
O=C(NCSC1=NCCS1)c1ccccc1	3	146	-3	146	1%	6%	-39	78	117
CN(C)c1c([N+](=O)[O-])cc2[nH]c(=O)[nH]c2c1[N+](=O)[O-]	38	203	-38	203	8%	14%	7	79	71
Cc1ccc(S(=O)(=O)N2CCC(C(=O)N3CCC[C@H]3C(=O)NC3CCS(=O)(=O)C3)CC2)cc1 (some centres undefined)	9	130	-9	130	5%	-96%	5	103	97
O=c1[nH]c(=O)n(Cc2ccco2)c2c1C(C(F)(F)F)(C(F)(F)F)N=C(C1CCCCC1)N2	-11	88	12	88	-2%	9%	19	86	67
CCCn1c(SCc2cc(=O)[nH]c3ccccc23)nc2c1c(=O)n(C)c(=O)n2C	.	.	.	.	-11%	-9%	-10	56	67
O=C(Nc1ccon1)c1cccc(S(=O)(=O)N2CCCCCC2)c1	-1	108	1	108	1%	30%	-14	74	88
CN(CC(=O)Nc1ccccn1)S(=O)(=O)c1ccc(Cl)cc1	16	100	-16	100	.	.	-7	91	98
CC(C)(C)C(=O)Nc1ccc(-c2cn3ccsc3n2)cc1	5	90	-5	90	2%	7%	-20	53	73
N/C(=N\OC(=O)c1cc(-c2ccccc2)nc2ccccc12)c1ccc(Cl)cc1	-11	119	11	119	12%	12%	.	.	.
CC(C)(C)SCCNC(=O)c1ccccc1	9	206	-9	206	-9%	3%	12	101	89
Cc1sc2ncnc(NCC(c3ccco3)N3CCCC3)c2c1C (centres undefined)	3	150	-3	150	-5%	-54%	-13	36	49
O=C(CSc1n[nH]c(C2CCCC2)n1)NC1CCCC1	.	.	.	.	1%	1%	-7	100	107
COC(=O)c1ccc(NC(=O)CN2CCN(c3ccccc3)CC2)cc1	-3	95	3	95	-2%	-6%	15	105	90
CCOC(=O)c1nnc(-c2ccc(C)cc2)nc1Sc1cccc(Cl)c1	5	60	-2	157	-2%	14%	-11	33	44
c1ccc2c(N3CCCCCC3)nc(-c3ccncc3)nc2c1	3	184	-3	184	-8%	-69%	-7	63	71
COc1cccc(NC(=O)Nc2ccc3nsnc3c2)c1	.	.	.	.	0%	10%	.	.	.
COc1ccccc1CCNC(=O)c1ccc(C)o1	.	.	.	.	-6%	13%	-1	93	93
CN(C)CC(=O)Nc1cc(C(F)(F)F)ccc1Cl	0	89	0	89	-8%	-3%	1	95	94
Cc1nc(N2CCC(C)CC2)c2nnn(Cc3ccccc3)c2n1	-7	151	7	151	.	.	6	90	84
COc1ccc(O)c(C(=O)CC(=O)c2ccccc2)c1	-3	195	3	195	4%	1%	-24	62	87
O=C(NCCCN1CCN(c2cccc(Cl)c2)CC1)c1ccc(N2CCCC2=O)cc1	16	159	-16	159	-4%	-47%	6	90	84
COc1ccc(C(=O)n2nc(C)cc2C)cc1Br	-14	115	14	115	4%	-11%	2	96	93
O=C(CN1CCOCC1)Nc1c(-c2ccccc2)c2cc(Br)ccc2[nH]c1=O	11	122	-11	122	-4%	-46%	10	84	74
COc1ccc(OC)c(S(=O)(=O)NC(C)(C)C)c1	16	59	-16	59	-7%	16%	-1	95	96
Cn1cnnc1SCc1ccc(C(=O)n2ncc(C#N)c2N)cc1	.	.	.	.	7%	-13%	8	93	85
O=S1(=O)CC(O)C(NCc2cccnc2)C1 (centres undefined)	7	110	-7	110	3%	9%	7	96	89
Cc1ccc(S(=O)(=O)N(CCC#N)CCN2CCCC2)cc1	-4	179	4	179	-3%	-49%	0	92	92
CCOCC(=O)Nc1nc2ccc(OC)cc2s1	11	163	-11	163	-7%	-2%	2	71	69
COc1ccc2c(c1)c1nnc(SCC(=O)N3CCCCC3C)nc1n2C (centres undefined)	-19	102	19	102	13%	-70%	-26	50	76
COC(=O)c1ccc2c(c1)SC1=C(CCCC1=O)N2	-7	145	7	145	32%	19%	18	103	84
O=C(NCC(=O)N(c1ccccc1)C(C(=O)NC1CCCCC1)c1ccncc1)c1ccco1 (centres undefined)	2	215	-2	215	6%	-12%	25	104	79
S=c1[nH]cc(-c2ccccc2)n1-c1ccccc1	-3	157	3	157	-10%	-3%	.	.	.
COc1ccc(C(C(=O)NC2CCCC2)N(C(=O)c2ccoc2C)c2ccc(C)cc2)cc1 (centres undefined)	-2	159	2	159	0%	-53%	.	.	.
COc1ccc(C(CC(=O)c2ccc(O)cc2)S(=O)(=O)c2ccc(C)cc2)cc1 (centres undefined)	2	150	-17	142	7%	-16%	.	.	.
C=CCn1c(=NC(=O)C2CCCCC2)sc2cc(NC(C)=O)ccc21	-5	182	5	182	-5%	6%	.	.	.
N=c1ccn(Cc2ccc(Cl)c(Cl)c2)cc1	9	106	-9	106	-9%	15%	-6	50	57
COc1ccc(C)cc1S(=O)(=O)NC1CCCC1	26	129	-26	129	-1%	6%	-2	97	99
O=C(NCc1ccco1)N1c2ccccc2Sc2ccccc21	-3	56	3	56	-3%	8%	15	91	77
COc1ccccc1-c1nc(-c2ccncc2)no1	6	158	-6	158	-1%	6%	6	88	82
CCCC1CCc2c(sc(NC(=O)c3cccs3)c2C(N)=O)C1 (centres undefined)	-4	147	4	147	-2%	15%	1	106	105
Cc1cccc(NC(=O)CCOc2ccccc2)c1	-4	142	4	142	8%	12%	8	91	82
O=C(O)CCCNS(=O)(=O)c1ccc(Br)s1	.	.	.	.	-6%	-4%	.	.	.
CC(=O)c1ccc(Nc2nc(=O)c3cccnc3s2)cc1	5	77	-5	77	-3%	-13%	0	94	94
CC(C)CN1CCC(C(=O)NCC2CCCO2)CC1 (centres undefined)	6	118	-6	118	.	.	-3	91	94
COCCNC(=O)CN1C(=O)CSc2cc(S(=O)(=O)N3CCCCCC3)ccc21	-16	144	16	144	.	.	-2	97	99

Taken from above (2 entries):
SMILES	IL1B NFkB pot	IL1B NFkB pot cell count 2 µM	NFkB transloc inh	NFkB transloc inh cell count 2 µM	Bcl-B TR3 displacers	PLAP inhibition	MRP resist rev	MRP resist rev cytotoxicity	MRP resist rev with doxorubicin
S=c1[nH]cc(-c2ccccc2)n1-c1ccccc1	-3	157	3	157	-10%	-3%	.	.	.
COc1ccc(C(C(=O)NC2CCCC2)N(C(=O)c2ccoc2C)c2ccc(C)cc2)cc1 (centres undefined)	-2	159	2	159	0%	-53%	.	.	.

The listing continues.
SMILES	IL1B NFkB pot	IL1B NFkB pot cell count 2 µM	NFkB transloc inh	NFkB transloc inh cell count 2 µM	Bcl-B TR3 displacers	PLAP inhibition	MRP resist rev	MRP resist rev cytotoxicity	MRP resist rev with doxorubicin
COc1ccc2c(c1)Cc1sc(NC(=O)c3cccs3)nc1-2	-3	105	3	105	-1%	-16%	9	90	81
Cc1cnc(C(=O)Nc2ccc(C(=O)N3CCCCC3)cc2)cn1	12	154	-12	154	-9%	-11%	.	.	.
COc1ccc(CNS(=O)(=O)c2ccc3oc(C(=O)O)c(C)c3c2)cc1	2	120	-2	120	.	.	-1	99	100
Cn1c(=O)c2c(nc(N3CCC(C(N)=O)CC3)n2CCSc2nc3ccccc3s2)n(C)c1=O	.	.	.	.	11%	.	5	90	85
CCOc1ccc(NC(=O)Nc2cc(C)on2)cc1	13	156	-12	156	-10%	9%	-2	81	82
Cc1[nH]c2ccccc2c1C(=O)/C=C/c1ccccc1	0	126	0	126	-6%	11%	.	.	.
O=C(CSC1=NCCS1)Nc1nc2ccccc2s1	7	147	-7	147	.	.	-2	76	78
CCC(=O)c1cc2c(cc1NC(=O)c1cccs1)OCCO2	-5	81	5	81	-16%	10%	-16	68	85
COC(=O)c1ccc(CSc2nc3c(c(=O)n2-c2ccc(Br)cc2)SCC3)o1	6	152	-6	152	-14%	-57%	12	85	74
O=C(NC1CCCCC1)c1cccc(S(=O)(=O)N2CCOCC2)c1	6	96	-6	96	0%	11%	.	.	.
COc1cc(C(=O)Nc2ccc(S(=O)(=O)Nc3nccc(C)n3)cc2)cc(OC)c1OC	6	102	-6	102	-2%	-15%	15	99	83
COc1ccccc1CNC(=O)CSCc1cnn(-c2ccccc2)c1-n1cccc1	0	178	0	178	-10%	-171%	-10	89	99
CCn1c(=O)c(C(C)=O)nc2ccccc21	6	125	-6	125	-1%	-40%	-8	80	88
Cc1nc2ccc(NC(=S)NC(C)C)cc2nc1C	.	.	.	.	-2%	-24%	.	.	.
COc1ccccc1-n1cnc(N)c1C(C)=O	9	170	-9	170	3%	13%	2	88	86
COC(=O)C1=C(C)N(C)C(C)=C(C(=O)OC)C1c1ccccn1	5	108	-5	108	22%	-20%	-7	101	107
Cc1ccc(C)c(NC(=O)Cn2nc(C(F)(F)F)cc2C2CC2)c1	1	208	-1	208	5%	35%	.	.	.
Cc1ncc2c(c1OC(=O)c1ccc([N+](=O)[O-])cc1)COC(C)(C)OC2	-6	57	6	57	4%	-22%	13	99	86
Cc1ccc(N(C(=O)CCC(=O)Nc2cc(C)on2)C(C(=O)NC2CCCC2)c2cccs2)cc1 (centres undefined)	-2	147	2	147	3%	6%	7	92	84
Cc1ccc([N+](=O)[O-])cc1N/C=C/C(=O)c1ccco1	10	139	-10	139	-4%	-2%	.	.	.
COc1ccc(Nc2ncc(C(=O)O)c3ccccc23)cc1	5	61	-5	61	2%	6%	-19	69	87
Cc1c(NC(=O)Nc2ccc(Cl)cc2)c(=O)n(-c2ccccc2)n1C	6	45	-6	45	-6%	4%	4	103	99
Oc1ccc(Br)cc1CNn1cnnc1	-27	140	27	140	-1%	5%	-3	104	107
COCc1[nH]nc2c1C(c1ccsc1)C(C#N)=C(N)O2 (centres undefined)	.	.	.	.	8%	24%	9	87	78
Nc1cc(=O)[nH]c(SC/C=C/c2ccccc2)n1	0	136	0	136	-5%	-2%	.	.	.
COc1cc(NC(=O)CCc2nc(-c3cccs3)no2)cc(OC)c1OC	.	.	.	.	-22%	14%	0	78	78
O=C(Cc1ccccc1)N/N=C/c1cc(Br)c(Br)o1	5	142	-5	142	-2%	19%	.	.	.
Cc1nnc(C)n1/N=C/c1cccs1	7	134	-7	134	-2%	-19%	6	95	89
Cc1ccc2nc(SCc3ccc([N+](=O)[O-])cc3)nc(C)c2c1	1	114	-1	114	18%	-2%	.	.	.
CC(C)n1cc(-c2ccc(Cl)cc2)cc(C#N)c1=O	.	.	.	.	-12%	10%	7	97	89
Cc1cc(C)c(S(C)(=O)=O)c(Oc2ccc(F)cc2)n1	19	211	-19	211	-3%	-17%	.	.	.
C[C@@]12CC(=O)NC1N(C(=O)c1cccc(C(F)(F)F)c1)C(c1ccccc1O)C2 (some centres undefined)	10	59	-10	59	1%	-63%	6	100	93
N#Cc1c(NC(=O)CSc2nnnn2C2CCCCC2)sc2c1CCCC2	-5	94	5	94	8%	-16%	-2	76	77
O=C(COc1ccc(Cl)cc1)Nc1nnc(-c2ccc3c(c2)CCCC3)o1	2	146	-2	146	3%	-54%	-5	84	89
CCCCN1C(=O)CC(N2CCOCC2)C1=O (centres undefined)	-5	148	5	148	0%	-16%	3	96	93
CC1CC(C)CN(C(=O)CSc2nnc(-c3ccc(F)cc3)o2)C1 (centres undefined)	2	190	-2	190	-5%	21%	8	100	92
CC(=O)NNc1nc2ccccc2s1	5	154	-5	154	-7%	-111%	.	.	.
Cc1noc(NS(=O)(=O)c2ccc(NC(=O)CSc3ncccn3)cc2)c1C	?	.	-46	50	-5%	-2%	.	.	.

Bioassay records as filed in PubChem.
